Bioassay records from PubChem BioAssay.
esBAF inh: blocks esBAF chromatin remodeling in mouse ES cells; 2% of 350,000 active; Bmi1-luciferase knock-in reporter, 24 h; 100% = twice the neutral-well signal; reporter increase, % at 12.5 µM; in the data active = activation above about 40%; inconclusive = no clear call, values can overlap the other calls;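 also: 0% = median of the plate's neutral control wells and 100% = double that signal; a rise in the Bmi1 reporter signal indicates esBAF inhibition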
C2C12 statin: suppression of simvastatin myotoxicity. C2C12 myotubes + simvastatin, ATP luminescence, 48 h; scaled: DMSO 0, geranylgeraniol control 100. rescue of ATP level, % at 7.49 µM. 0.78% of 330,000 active;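 active = mean ATP rescue above about 67%, or every replicate alone reaching that limit, limit read from the data, passing the limit was not always enough; inconclusive = no clear call, values can overlap the other calls; inactive = mean under the limit and some replicate under it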;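 also: myotubes were challenged with 10 µM simvastatin during compound exposure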
LGR2 inh: inhibitors of bursicon-induced Drosophila LGR2 receptor cAMP signaling; HEK293 LGR2, CRE-luciferase, bursicon-stimulated, 4 h; inhibition, % at 9.99 µM; AID 720647; 0.35% of 380,000 active;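 active = drop in luminescence signal, shown as inhibition above about 50% in the replicate tests, limit read from the data, passing the limit was not always enough; inconclusive = probably only some replicates passing the limit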;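 also: agonist challenge used bursicon conditioned medium at about half maximal strength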
SIRT5 inh: blocks human SIRT5 desuccinylation of peptide; Purified SirT5, succinyl-peptide AMC, trypsin-coupled fluorescence; inhibition, % at 15 µM; 1.1% of 330,000 active; in the data active = inhibition above about 15%; inconclusive = no clear call, values can overlap the other calls
Target sequence (Q9NXA8 whole entry, looked up): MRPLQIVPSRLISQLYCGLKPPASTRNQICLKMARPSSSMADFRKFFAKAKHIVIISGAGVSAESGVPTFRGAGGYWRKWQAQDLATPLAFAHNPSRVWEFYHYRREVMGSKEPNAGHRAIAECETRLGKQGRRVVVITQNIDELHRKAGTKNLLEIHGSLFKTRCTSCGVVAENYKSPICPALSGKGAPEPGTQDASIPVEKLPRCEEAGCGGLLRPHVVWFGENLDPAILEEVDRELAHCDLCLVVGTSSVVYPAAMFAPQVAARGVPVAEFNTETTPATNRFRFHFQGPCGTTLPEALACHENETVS
Casp6 inh: caspase-6 (human) enzyme inhibition; P55212; inhibition, % at 12.5 µM; purified caspase-6, Z-VEID-R110 cleavage fluorescence; AID 686996; 0.53% of 350,000 active;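 active = mean inhibition across replicates at least about 35%, with every replicate also reaching that limit, limit read from the data; inconclusive = only one of the two criteria met; inactive = neither criterion met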;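 also: 0% = median of neutral control wells and 100% = no fluorescence left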
Target sequence (P55212 24-179 limits assumed): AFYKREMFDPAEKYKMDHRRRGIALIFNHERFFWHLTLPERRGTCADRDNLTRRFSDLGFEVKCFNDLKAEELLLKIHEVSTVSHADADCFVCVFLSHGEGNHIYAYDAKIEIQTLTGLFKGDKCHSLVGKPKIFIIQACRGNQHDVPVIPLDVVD
Target sequence (P55212 194-293 limits assumed): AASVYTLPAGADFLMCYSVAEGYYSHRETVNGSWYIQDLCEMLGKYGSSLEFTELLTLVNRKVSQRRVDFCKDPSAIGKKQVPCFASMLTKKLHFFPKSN
FN deposit inh: fibronectin deposition inhibition; inhibition, % at 12.6 µM; AH1F fibroblasts, Alexa488-fibronectin deposition fluorescence, overnight; AID 743247; 0.086% of 350,000 active;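 active = mean inhibition across replicates of 30% or more, regardless of how many single replicates reach that level; inconclusive = mean under 30% yet at least half of replicates reach 30%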;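 also: positive control wells lacked labelled fibronectin entirely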
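Schedule: 1 h cell adhesion before compound, then overnight fibronectin incubation; test system: AH1F fibroblast monolayer depositing Alexa488-labelled fibronectin into matrix; quantity: 10000 AH1F cells per well; probe or stimulus: fluorescent fibronectin at 24 nM final; signal: fluorescence, ex 485 nm, em 525 nm; evaluation: percent inhibition as loss of matrix-bound fibronectin fluorescence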
S100A4 inh HTS: blocks human S100A4 binding to myosin IIA peptide; inhibition, % at 10.7 µM; S100A4/TAMRA-MyoIIA peptide fluorescence polarization; 0.14% of 360,000 active;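 active = mean inhibition of at least 70% across replicates, with every replicate also reaching that level; inconclusive = mean inhibition reaches 70% but some replicates fall short; inactive = mean inhibition below 70%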
Target sequence (P26447 whole entry, looked up): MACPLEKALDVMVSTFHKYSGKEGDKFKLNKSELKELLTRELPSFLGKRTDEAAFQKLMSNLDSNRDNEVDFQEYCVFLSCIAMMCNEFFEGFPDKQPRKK
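Material: S100A4 monomer protein / Buffer or medium: 50 mM HEPES pH 7.2, 10 mM CaCl2, 100 mM KCl / Times: 5 min incubation before reading / Benchmarks: neutral control DMSO, positive control TFP / Reagent: labelled myosin peptide probe, 5 nM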
* hit, by the source's call; ? = inconclusive; . = no result given.

Values run as follows: esBAF inh | C2C12 statin | LGR2 inh | SIRT5 inh | Casp6 inh | FN deposit inh | S100A4 inh HTS
1	C[C@H](NC(=O)C[C@H]1CC[C@@H]2[C@@H](COc3ccc(NC(=O)C4CCOCC4)cc3C(=O)N2C)O1)c1ccccc1
  3 | 4 | -1 | -1 | -3 | -4 | 6
2	CCOc1ccccc1CNCCN1CCOCC1
  -6 | 34 | . | . | . | -3 | .
3	CN(C)c1ccc2c(c1)[C@@H]1C[C@H](CC(=O)O)O[C@H](CO)[C@@H]1O2
  8 | -2 | 4 | 1 | -1 | . | -1
4	Cn1c2ccccc2c(=O)c2ccc(NCCc3cccs3)cc21
  ? | -21 | -48 | . | 1 | -10 | 8
5	CCN(C[C@H]1[C@H](c2ccccc2)[C@@H](CO)N1C(C)=O)C(=O)NC(C)C
  8 | 7 | -5 | -3 | 0 | . | 0
6	COCCN(C(=S)Nc1ccc(OC)c(Cl)c1)C1CCN(C(C)C)CC1
  -4 | 13 | 12 | 3 | -11 | -9 | -2
7	CN1CCc2c(sc3nc(NCCO)n(-c4cccc(Cl)c4)c(=O)c23)C1
  -1 | -2 | -14 | -14 | -3 | 1 | -7
8	COc1cc(C(=O)OCC(=O)Nc2cc(C)on2)ccc1OCc1ccccc1Cl
  ? | -7 | . | . | . | -2 | .
9	CCOc1cc(C(=O)NC(C)c2ccncc2)cc(OCC)c1OCC (configuration not stated)
  2 | -17 | . | . | . | -6 | .
10	COc1ccccc1C(=O)COC(=O)CNS(=O)(=O)c1ccc(NC(C)=O)cc1
  1 | -3 | -8 | -1 | -4 | . | 0
11	CCN(CC)C(=O)c1cccc(-c2csc(C(NC(C)=O)c3ccc(F)c(F)c3)n2)c1 (configuration not stated)
  -4 | -7 | 8 | . | 3 | . | -7
12	O=C(Nc1cccc(-c2nn[nH]n2)c1)c1ccc(Cl)s1
  -2 | -1 | -11 | -2 | -1 | . | 1
13	Cc1ccc(S(=O)(=O)N2c3ccccc3NC(=O)CC2C)cc1 (configuration not stated)
  4 | -16 | . | . | . | -12 | .
14	CC(C)COc1ccc(C(=O)Nc2sc3c(c2C(=O)O)CC(C)(C)OC3)cc1
  . | . | -1 | . | -1 | 1 | -4
15	CC(C)Oc1ccc(C2NC(=O)c3ccccc3O2)cc1 (configuration not stated)
  -6 | 5 | 15 | -6 | -3 | 8 | 2
16	COc1ccc2c(c1)[C@@H](NC(=O)C(F)(F)F)[C@@H]1CCCC[C@]21c1ccccc1
  . | . | -24 | -2 | -3 | -10 | 0
17	CC1CCCCN1CCNC(=O)c1cc2c(-c3ccccc3F)nn(C)c2s1 (configuration not stated)
  3 | -8 | -2 | -12 | 1 | -5 | -13
18	CCCNC(=O)N1CCC2(CC1)CN(Cc1ccccc1)[C@H](CO)c1[nH]c3cc(OC)ccc3c12
  . | . | 3 | 5 | 2 | . | -36
19	CCCC1c2ccsc2CCN1C(=S)NC (configuration not stated)
  . | . | . | -5 | -2 | -5 | 1
20	CC(C)CCNC(=O)C1CCC(=O)N1C(C)C (configuration not stated)
  0 | 9 | 0 | . | . | -4 | .
21	O=C(Nc1ccccc1Cl)Oc1ccc(-c2ccccc2)cc1
  15 | 3 | -1 | -3 | -2 | 4 | 3
22	C[C@H](CO)N1C[C@H](C)[C@@H](CN(C)C(=O)Nc2ccc(F)cc2)Oc2ccc(NC(=O)Cc3cn(C)c4ccccc34)cc2CC1=O
  3 | ? | -5 | 3 | 1 | . | -9
23	CCCSc1nc2cc(C)c(C)cc2n1CC(O)CO (configuration not stated)
  . | . | -8 | -1 | 1 | 5 | -2
24	C[C@H]1CN([C@@H](C)CO)C(=O)Cc2cc(NC(=O)c3ccncc3)ccc2O[C@H]1CN(C)Cc1ccc2c(c1)OCO2
  -2 | -12 | 3 | -2 | -1 | -20 | 6
25	CCc1ccc(S(=O)(=O)N/N=C\c2ccc3c(c2)OCO3)cc1
  -4 | -2 | -4 | -1 | 2 | -11 | 2
26	CCOC(=O)N1CCN(C(=O)C[C@@H]2C[C@@]3(C(=O)OCC)CCC=C3N(Cc3ccc4c(c3)OCO4)C2=O)CC1
  . | . | -21 | -4 | 4 | -2 | -2
27	NC(=O)CC(NC(=O)c1ccc(Br)cc1)c1ccc(N2CCCCCC2)c([N+](=O)[O-])c1 (configuration not stated)
  -17 | -19 | -19 | . | -4 | 3 | 1
28	N#CC1(c2c(O)nc3n(c2=O)CCCS3)CCCCC1
  -1 | 16 | . | . | . | -4 | .
29	Cc1noc(C)c1S(=O)(=O)Nc1ccc2c(c1)C(=O)N([C@@H](C)CO)C[C@H](C)[C@H](CN(C)S(=O)(=O)c1ccc(Cl)cc1)OCCCC[C@@H](C)O2
  -1 | ? | 6 | 0 | -2 | 2 | -5
30	COCC#Cc1cnc2c(c1)C(=O)N([C@H](C)CO)C[C@@H](C)[C@@H](CN(C)C(C)=O)O2
  -1 | -9 | 2 | 0 | 1 | -3 | 3
31	Cc1nnc(-n2cccc2)s1
  . | . | 15 | . | 0 | -4 | 7
32	COc1ccc(S(=O)(=O)N(C)C[C@H]2Oc3c(NC(=O)C4CCOCC4)cccc3C(=O)N([C@@H](C)CO)C[C@H]2C)cc1
  1 | 19 | -3 | 0 | -1 | -10 | 9
33	CC(C)NC(=O)N(C)C[C@@H]1Oc2c(NC(=O)c3nc4ccccc4s3)cccc2C(=O)N([C@H](C)CO)C[C@@H]1C
  3 | . | 14 | 0 | 0 | . | 17
34	COc1ccc(-c2nc(CS(=O)CC(=O)NCc3cccnc3)c(C)o2)cc1OC (configuration not stated)
  -5 | 13 | . | -6 | 1 | 1 | 0
35	COc1ccc(C(=O)C2CCN(CC(=O)Nc3ccccc3F)CC2)cc1
  -5 | -7 | 1 | -2 | -2 | 2 | -1
36	Cc1ccc(C2(c3noc(CN4CCOCC4)n3)CCCC2)cc1
  -3 | -5 | 2 | -3 | 2 | 4 | -2
37	O=C(N/N=C/c1ccco1)c1cc(-c2ccccc2)n[nH]1
  1 | . | . | -14 | 6 | . | -3
38	OCC1COC(c2ccccc2)=N1 (configuration not stated)
  . | . | -11 | . | -2 | -8 | -1
39	CC(C)(C)C1CCC(=NNC(=O)c2cc3c(s2)CCCC3)CC1 (configuration not stated)
  . | . | . | -5 | -2 | -5 | -6
40	CCC(C)N(C)C1CCN(C(=S)Nc2ccc(OC)cc2)CC1 (configuration not stated)
  2 | -4 | -2 | 0 | -5 | 1 | 2
41	COc1ccc([C@@]2(O)c3c(ccc(CC=C(C)C)c3O)NC(=O)[C@@H]2OC)cc1
  -5 | 14 | 19 | 4 | 3 | . | -13
42	O=C(COc1nsnc1N1CCOCC1)Nc1ccc(Br)cc1
  1 | 5 | -11 | -5 | 0 | -2 | -2
43	O=C(CSc1ccc2nnc(-c3ccccn3)n2n1)N1CCOCC1
  -3 | 1 | -13 | . | 4 | 1 | 8
44	O=C(CSc1nc2ccccc2o1)Nc1nccs1
  . | . | -43 | -3 | -1 | 11 | 2
45	COc1ccc(CC(=O)OCC(=O)NCc2ccc3c(c2)OCO3)cc1OC
  -2 | -4 | 1 | 0 | 0 | -2 | -3
46	N#Cc1ccc(-c2ccc3c(c2)[C@@H]2[C@@H](CCN2Cc2cncnc2)[C@@H](CO)N3)cc1
  4 | 10 | 1 | . | . | -4 | .
47	CC(C)NC[C@H](O)COc1cccc2ccccc12
  2 | 10 | . | -1 | 4 | -1 | -2
48	CS(=O)(=O)CCC(C(=O)Nc1ccc2c(c1)OCO2)N1Cc2ccccc2C1=O (configuration not stated)
  18 | 31 | 3 | 3 | 5 | 10 | 1
49	Cc1ccc(-n2c(Cc3cccs3)nnc2SCC(=O)Nc2ccc(F)c(F)c2)cc1
  0 | -21 | -3 | -2 | 1 | . | 1
50	Cc1cnc(C(=O)OCC(=O)NCc2ccc(Cl)cc2)cn1
  1 | 11 | 24 | -2 | -1 | -7 | 6
51	O=C(O)c1[nH]c2ccc(Br)cc2c1CCN1C(=O)c2cccc([N+](=O)[O-])c2C1=O
  -1 | 7 | 7 | 3 | 3 | -10 | -4
52	Oc1ccc(-c2nnc(SCC3CCCCC3)o2)cc1
  ? | 19 | . | . | . | -25 | .
53	CCc1ccc(NC(=O)c2cc(-c3ccc(OC)cc3)on2)cc1
  5 | 25 | 2 | -2 | -1 | . | -2
54	C/C=C/c1ccc2c(c1)O[C@@H](CN(C)Cc1cccnc1)[C@H](C)CN([C@@H](C)CO)S2(=O)=O
  -2 | -60 | -7 | -2 | -1 | . | -4
55	O=C(O)c1cc2n(n1)CCN(Cc1ccccc1Cl)C2=O
  . | . | . | 0 | 27 | 3 | -4
56	O=C(Nc1ccc(N2CCN(C(=O)c3cccs3)CC2)c(Cl)c1)c1cccnc1
  . | . | -4 | -2 | 10 | . | -8
57	CN1C2CCC1/C(=C\c1ccccc1F)C(=O)/C2=C/c1ccccc1F
  -7 | 65 | 20 | . | . | 4 | .
58	O=c1c2ccccc2sn1-c1cc(S(=O)(=O)N2CCOCC2)ccc1N1CCOCC1
  -4 | 26 | 4 | . | . | 50* | .
59	O=C(Nc1ccc(S(=O)(=O)NCC2CCCO2)cc1)C1CC(=O)N(c2ccccc2)C1 (configuration not stated)
  4 | 9 | -20 | . | 1 | -2 | -1
60	Cc1cc(C(=O)Nc2cc(C(F)(F)F)ccc2N2CCOCC2)no1
  -16 | 4 | -22 | 1 | -1 | -2 | -4

Carrying on:
Values run as follows: esBAF inh | C2C12 statin | LGR2 inh | SIRT5 inh | Casp6 inh | FN deposit inh | S100A4 inh HTS
61	Cc1cc(=O)n(C)c(=O)n1CCCNc1ccccc1
  9 | -10 | 3 | 1 | -1 | . | 5
62	CC(C)CCNC(=O)C(C)N(Cc1ccc(F)cc1)C(=O)c1ccc(CN2CCOCC2)o1 (configuration not stated)
  . | . | -13 | 1 | 0 | -3 | -7
63	O=C(CNC(=O)C1COc2ccccc2O1)N/N=C/c1cc(Br)c(O)c(Br)c1 (configuration not stated)
  0 | 1 | 8 | -1 | 28 | -2 | 4
64	CCn1c(=O)c(C(=O)NCc2ccccc2OC)c(O)c2ccccc21
  -5 | 5 | 2 | 1 | 2 | -6 | -1
65	CC(=O)NCCOc1cccc2cccnc12
  -8 | 10 | 8 | . | 3 | . | 15
66	COc1ccc(NC(=O)Nc2ccc3c(c2)C(=O)N([C@H](C)CO)C[C@@H](C)[C@H](CN(C)C(=O)Nc2c(C)noc2C)OCCCC[C@@H](C)O3)cc1
  11 | . | -9 | -2 | -2 | 25 | 7
67	O=C(CSc1nc2ncccc2[nH]1)Nc1ccccc1-c1ccccc1
  -1 | 3 | 7 | 0 | 1 | -10 | 0
68	COc1ccc(C(=O)NCc2nnc(SCC(=O)Nc3ccccc3OC)n2C)cc1
  . | . | -20 | -2 | 1 | 5 | -1
69	CCCCNC(=O)c1ccccc1C(=O)NCCCC
  -5 | 6 | . | . | . | -7 | .
70	O=C(Nc1ccc(SC(F)F)cc1)c1cc(-c2ccncc2)nc2ccccc12
  -4 | -7 | 7 | -6 | 4 | 1 | -2
71	O=C(C[C@@H]1CC[C@H]2[C@@H](COC[C@@H](O)CN2C(=O)c2ccncc2)O1)NCc1cccc(F)c1
  -10 | -7 | -4 | . | . | -11 | .

Retrieved by compound from the list above (two):
Values run as follows: esBAF inh | C2C12 statin | LGR2 inh | SIRT5 inh | Casp6 inh | FN deposit inh | S100A4 inh HTS
70	O=C(Nc1ccc(SC(F)F)cc1)c1cc(-c2ccncc2)nc2ccccc12
  -4 | -7 | 7 | -6 | 4 | 1 | -2
15	CC(C)Oc1ccc(C2NC(=O)c3ccccc3O2)cc1 (configuration not stated)
  -6 | 5 | 15 | -6 | -3 | 8 | 2

Some of the compounds tested. The share of hits here may be higher or lower than overall.
